Assay outcomes deposited in PubChem by several laboratories.
BAP1 inh = human BAP1 deubiquitinase inhibition; activity remaining (% of control), % at 20 µM; recombinant BAP1, Ub-AMC hydrolysis fluorescence kinetic; stronger effect = lower value; AID 436; 0.48% of 72,000 active;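 active means activity remaining at or below 50% of control, provided the compound also passes the data quality filters; inactive means the rest, including low values that fail the filters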;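 further: 100% = DMSO wells rate and 0% = substrate alone blank rate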
Target sequence (Q92560 whole entry, looked up): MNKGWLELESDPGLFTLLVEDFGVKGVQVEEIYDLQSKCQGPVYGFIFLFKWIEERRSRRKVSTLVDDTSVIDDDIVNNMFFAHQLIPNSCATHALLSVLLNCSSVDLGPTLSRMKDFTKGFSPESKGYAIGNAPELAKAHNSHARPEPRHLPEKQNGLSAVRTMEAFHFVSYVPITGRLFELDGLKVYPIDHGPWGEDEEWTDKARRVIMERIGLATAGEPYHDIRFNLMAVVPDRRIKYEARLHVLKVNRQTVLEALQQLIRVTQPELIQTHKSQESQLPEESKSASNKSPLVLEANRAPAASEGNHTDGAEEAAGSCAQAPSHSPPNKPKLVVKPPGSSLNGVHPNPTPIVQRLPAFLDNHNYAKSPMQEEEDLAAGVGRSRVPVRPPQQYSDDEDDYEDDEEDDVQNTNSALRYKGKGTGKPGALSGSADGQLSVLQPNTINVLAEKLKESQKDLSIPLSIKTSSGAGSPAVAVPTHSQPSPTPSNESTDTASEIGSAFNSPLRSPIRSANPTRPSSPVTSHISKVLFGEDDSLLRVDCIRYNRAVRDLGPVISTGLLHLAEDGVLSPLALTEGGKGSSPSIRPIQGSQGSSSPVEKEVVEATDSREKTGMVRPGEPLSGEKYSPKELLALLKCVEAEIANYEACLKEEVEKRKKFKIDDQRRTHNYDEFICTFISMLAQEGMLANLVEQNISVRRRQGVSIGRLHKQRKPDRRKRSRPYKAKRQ
HePTP inhibitor = inhibitors of human HePTP phosphatase | P35236 | inhibition, % at 20 µM | recombinant HePTP phosphatase activity, OD absorbance | AID 521 | 0.64% of 110,000 active; in the data active means inhibition above about 50%;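 further: plate controls were vehicle for no effect and reference inhibitor for full effect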
Target sequence (P35236 whole entry, looked up): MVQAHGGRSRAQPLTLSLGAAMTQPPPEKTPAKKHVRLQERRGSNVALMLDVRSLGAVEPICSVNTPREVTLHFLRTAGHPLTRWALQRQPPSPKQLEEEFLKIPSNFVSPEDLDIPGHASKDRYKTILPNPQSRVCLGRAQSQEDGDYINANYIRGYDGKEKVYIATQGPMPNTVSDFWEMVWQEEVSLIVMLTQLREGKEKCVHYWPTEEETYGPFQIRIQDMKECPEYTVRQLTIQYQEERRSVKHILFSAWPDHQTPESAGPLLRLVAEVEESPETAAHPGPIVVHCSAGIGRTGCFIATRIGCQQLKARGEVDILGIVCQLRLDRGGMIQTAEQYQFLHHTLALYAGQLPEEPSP
* marks the source's active call; other numbers are inactive results; . = not tested or not shown; & = joins results of further samples. Outcome played no part in choosing rows. About 0.83% of those tested had a hit in this group.

SMILES	BAP1 inh	HePTP inhibitor
COC(=O)CSc1nc2ncc(Cl)cc2[nH]1	94.0	1.8
C=CCn1c(SCC(=O)N2c3ccccc3C(C)(c3ccccc3)CC2(C)C)nnc1-c1ccncc1 (stereo not drawn)	.	2.1
O=C(O)C1C2C=CC(C2)C1C(=O)OC1CC2CCC1C2 (stereo not drawn)	97.1	1.8
CCc1ccc(N2CSC3=C(C#N)C(c4cccs4)CC(=O)N3C2)cc1 (stereo not drawn)	75.2	6.3
COc1ccccc1NC(=O)CCC1CCCC1	.	2.5
CC(=O)NC(CCS(C)(=O)=O)C(=O)Nc1ccc(C)c(F)c1 (stereo not drawn)	86.5	-1.4
CC(=O)NCCn1c(SCC#N)nc2ccccc2c1=O	113.8	7.9
COc1ccccc1CNC(=O)CN1CCN(Cc2ccc(Cl)cc2)C1=O	92.7	5.1
CCc1ccc(NC(=O)c2cc3n(n2)C(C(F)(F)F)CC(c2ccc(Cl)cc2)N3)cc1 (stereo not drawn)	.	4.5
CC1=C(CC(=O)O)c2cc(F)ccc2/C1=C\c1ccc(S(C)=O)cc1 (stereo not drawn)	84.3	.
CS(=O)(=O)N1CCN(C(=O)c2ccccc2F)CC1	77.1	4.1&0.0
O=C(Nc1ccc2c(c1)OCCO2)C(c1ccccc1)c1ccccc1	.	8.6
COC(=O)c1c(-c2cccc(OC)c2)csc1N	98.1	2.1
CCOC(=O)C1=C(CC)NC2=C(C(=O)CCC2)C1c1ccc(-c2ccccc2)cc1 (stereo not drawn)	.	-2.9
COc1cc(OC)cc(C(=O)N2CCN(Cc3cc(OC)ccc3OC)CC2)c1	.	-4.8
C=CCn1c(SCC(=O)NCCO)nc2sc3c(c2c1=O)CCCC3	.	2.8
CCOc1ccccc1/C=N\n1c(C)nnc1C	.	-2.9
COC(=O)C1=C(C)NC(C)=C(C(=O)OC)C1c1cn(-c2ccccc2)nc1-c1ccc(OC)c(Cl)c1	.	-8.5
COC(=O)C1=C(C)NC(C)=C(C(=O)OC)C1c1ccccc1[N+](=O)[O-]	136.2&83.7	4.0
COC(=O)/C=c1/s/c(=C(\C#N)C(=O)NCc2ccco2)n(-c2ccc(C)cc2)c1=O	97.3	10.1
Clc1ccccc1-c1ccc(/C=N/Nc2nc(N3CCOCC3)nc(N3CCOCC3)n2)o1	.	8.4
Cc1cc(C)n(-c2nc(C)nc3c2cnn3-c2ccccc2)n1	285.2	3.9
CC(C)(C)C1=NN(C(=O)c2ccccc2)C(O)(C(C)(C)C)C1 (stereo not drawn)	.	1.0
Oc1c(Cl)cc(Cl)cc1C=Nc1cccc(C(F)(F)F)c1	.	10.1
Cc1ccc(-c2nnc(SC(C)C#N)n2N)cc1 (stereo not drawn)	95.2	11.9

More entries:
SMILES	BAP1 inh	HePTP inhibitor
COCCn1c(SCC(=O)N2CCc3ccccc32)nc2c(c1=O)SC(C)C2 (stereo not drawn)	103.3	2.2
Cc1ccc(CC2C(=O)N(c3ncccn3)C(=O)C2C)cc1 (stereo not drawn)	96.8	-0.1
Cc1cc(NC(=O)c2cc(Cl)ccc2Cl)no1	94.1	2.3
Fc1ccccc1Cn1nnc2c(NCc3ccccn3)ncnc21	96.6	-1.0
CCOC(=O)c1sc(NC(=O)C2COc3ccccc3O2)c(C(=O)OCC)c1C (stereo not drawn)	.	4.1
Cc1ccc(C(=O)Nc2ccc(S(=O)(=O)N3CCc4ccccc43)cc2)cc1	.	-4.9
COc1cc(/C=C2/C(=O)NN(c3ccccc3)C2=O)ccc1OC(C)=O	.	6.5
NC(=O)C1CCN(C(=O)CSCc2ccccc2Cl)CC1	106.7	5.1
O=c1[nH]ncn2cccc12	101.9	2.1
COc1cc2c(OC)cccc2cc1C(=O)O	118.7	13.1
N#CC1=C(SCC(=O)c2ccc(Cl)cc2)NC2=C(C(=O)CCC2)C1c1ccco1 (stereo not drawn)	55.7	1.9
Cn1cc(C(=O)NC2CCCCC2)c(=O)c2cc(S(=O)(=O)N3CCCC3)ccc21	95.9	-3.4
CCCCN(CCCC)C(=O)CCS(=O)(=O)c1ccc2c(c1)n(C)c(=O)c(=O)n2C	83.5	-4.2
c1ccc(Cn2c(COc3ccccc3)nc3ccccc32)cc1	.	10.8
CCOc1ccc(C(=O)Nc2ccc([N+](=O)[O-])cc2OC)cc1Br	.	-5.7
O=C(CCn1cccc1)NCc1ccc(Cl)cc1	93.4	9.6
CN(C)CCCN1C(=O)C(O)=C(C(=O)c2cc3ccccc3o2)C1c1ccccc1 (stereo not drawn)	74.3	1.4
O=C(CCS(=O)(=O)c1ccc(Br)s1)NCc1cccs1	118.1	1.4
COc1ccc(Cl)cc1C(=O)Nc1ccc2c3c(cccc13)CC2	.	-1.6
N/C(=N\S(=O)(=O)c1ccc(Cl)cc1)c1ccc(Cl)cc1	.	-2.6
O=C(Nc1ccncc1)c1ccccc1Br	99.9	.
CCOC(=O)CN(C(=O)CNC(=O)c1ccco1)C(C(=O)NC1CCCCC1)c1cccc(OC)c1 (stereo not drawn)	97.9	14.0
CCCCC(=O)Nc1ccc(C(=O)Nc2ccc3c(c2)OCO3)cc1	65.8	5.7
NC(=O)c1cc(NC(=O)c2cccs2)cc(C(N)=O)c1	.	-0.4
CC1CC(C)(C)CC2(C1)NC(=O)N(CC(=O)NCC(c1ccco1)N1CCCCC1)C2=O (stereo not drawn)	109.1	5.9

More structures follow:
SMILES	BAP1 inh	HePTP inhibitor
NS(=O)(=O)c1ccc(-c2ccc(/C=C3\Sc4ccccc4C3=O)o2)cc1	.	4.6
COc1ccccc1NC(=O)C1=C(C)NC(=O)NC1c1ccc(C)cc1 (stereo not drawn)	91.5	0.0
O=C(C1CC1)N1CCN=C1SCc1cccc(C(F)(F)F)c1	91.8	6.9
Cc1nc(-c2cn[nH]c2)c2cc(C)oc2n1	82.8	-6.2
CCCCOC(=O)c1ccc(NC(=O)CSc2nc3ccccc3o2)cc1	.	10.9
Cc1ccc(OCC2Cn3c(nc4c3c(=O)n(C)c(=O)n4C)O2)cc1 (stereo not drawn)	93.0	8.0
Cc1occc1-c1nnc(SCC(=O)c2c(N)n(Cc3ccccc3)c(=O)n(C)c2=O)n1C	96.9	4.0
CCNc1nc2c(c(=O)n(Cc3ccccc3)c(=O)n2C)n1Cc1ccccc1	106.2	10.4
O=C(O)CC1S/C(=N/N=C/c2ccc([N+](=O)[O-])cc2)N(c2ccc(O)cc2)C1=O (stereo not drawn)	.	8.1
O=C(Nc1nccs1)c1cccc(Br)c1	153.0	.
O=C(Cn1c(=O)oc2ccccc21)N(Cc1ccccc1)C1CCS(=O)(=O)C1 (stereo not drawn)	102.0	9.3
COc1cc(C2Nc3ccccc3C(=O)N2c2ccc(C)cc2)cc(OC)c1OC (stereo not drawn)	.	-2.9
CCCCNC(=O)COC(=O)c1cc2c(C)nn(-c3ccccc3)c2s1	59.5	2.3
CCOC(=O)Cc1csc(NC(=O)COc2cccc(Cl)c2)n1	.	-23.7
O=C(CC(Nc1ccc([N+](=O)[O-])cc1)c1ccc(Br)cc1)c1ccc(Cl)cc1 (stereo not drawn)	.	1.7
Cc1cccn2c(=O)c3cc(C(=O)N4CCCc5ccccc54)n(C)c3nc12	73.3	0.1
COc1cc(CN/C(C)=C(\C#N)C(N)=O)cc(OC)c1OC	112.7	-4.5
COc1ccc(C2/C(=C(/O)c3ccccc3)C(=O)C(=O)N2CC(C)O)c(OC)c1 (stereo not drawn)	82.6	-0.1
CC(=O)SCC[N+](C)(C)C	88.8	.
Cc1[nH]c2ccccc2c(=O)c1CN(C)Cc1ccccc1	77.7&174.7	3.9
CCc1nc(SCC(=O)N2CCCc3ccccc32)c2c(=O)n(C)c(=O)n(C)c2n1	91.0	1.4
Cc1nnc(Sc2nc3ccccc3o2)c2ccccc12	117.4	9.4
O=S1(=O)NC(=NC2CCCC2)c2ccccc21	.	-13.4
Cc1ccc(-n2ncc3c(NCC4CCCO4)ncnc32)c(C)c1 (stereo not drawn)	79.4	.
COc1ccc(NC(=O)CN(c2ccc(C)cc2)S(=O)(=O)c2ccc(F)cc2)cc1OC	.	1.3

(listing goes on)
SMILES	BAP1 inh	HePTP inhibitor
Cc1ccc(-c2nc(N/N=C/c3ccccc3O)c3ccccc3n2)cc1	.	-3.6
Brc1ccc(Nc2c3c(nc4ncnn24)CCC3)cc1	114.5	2.8
COc1ccc(NC(=O)N2CCOCC2)c(OC)c1	.	7.4
CCCCNc1ncnc2c1cnn2-c1ccc(C)cc1C	91.3	-0.3
O=C(c1cccc([N+](=O)[O-])c1)c1ccc2c(c1)C(=O)N(c1ccccc1C(=O)O)C2=O	.	-2.8
Nc1cc(NCCCC(=O)O)ccc1[N+](=O)[O-]	.	9.3
O=C(Nc1ccncc1)c1cncc(Br)c1	158.6	4.8
O=C(O)C1CCCCC1C(=O)NCCc1ccc(Cl)cc1 (stereo not drawn)	95.4	2.8
O=C(NCc1ccccn1)C(=O)Nc1ccc(F)cc1	.	-3.2
COc1ccc(C=Nc2nc3ccccc3n2CCN2CCCCC2)cc1	89.3	.
O=C(O)CC1NC(=O)N(c2ccc(Cl)cc2)C1=O (stereo not drawn)	74.7	0.8
O=C(Nc1ccc2c(c1)OCO2)c1ccc(C#CC2(O)CCCCC2)cc1	.	3.3
O=C(NCc1ccccn1)C1CCCN(Cc2cnn(-c3ccccc3)c2-n2cccc2)C1 (stereo not drawn)	106.1	20.2
O=C(NCC1CCCO1)c1ccc(F)c2ccccc12 (stereo not drawn)	.	2.6
NC(=O)C1CCN(c2nc(-c3ccccc3)nc3ccccc23)CC1	80.2	-1.0
CC(C)c1ccc(NC(=O)C2C3C=CC4(CN(CCCN5CCOCC5)C(=O)C24)O3)cc1 (stereo not drawn)	96.7	-8.6
CCOC(=O)c1c(NC(=O)c2cc(-c3ccccc3)nc3ccccc23)sc(C(N)=O)c1C	.	-3.0
COC(=O)Cc1nc2ccccc2[nH]1	96.5	11.9
CCOC(=O)C1=C(O)/C(=C/c2cc(C)n(-c3ccccc3)c2C)N=C1C	.	-7.6
Cc1ccc(C)c(N2CCN(C(=O)CCCOc3cc(=O)n(C)c4ccccc34)CC2)c1	93.4	4.5
Fc1ccc(C2C=C(c3cccs3)Nc3nnnn32)cc1 (stereo not drawn)	74.7	.
COc1ccccc1OC(C)C(=O)O (stereo not drawn)	111.2	10.3
Cc1ccc(N(CC(=O)NCc2ccncc2)S(=O)(=O)c2ccccc2)cc1C	.	-15.6
Cn1c(=O)c2c(nc(SCC(=O)N3c4ccccc4CCc4ccccc43)n2C)n(C)c1=O	100.0	10.3
C(=N\N1CCN(c2ccccc2)CC1)/c1ccc(-c2ccccc2)cc1	.	-10.7

(more compounds)
SMILES	BAP1 inh	HePTP inhibitor
CN(C)S(=O)(=O)c1ccc(C(=O)N2CCC(c3nc4ccccc4o3)CC2)cc1	90.5	4.9
CCCOC(=O)c1c(NC(=O)CCCC(=O)O)sc2c1CCC(C)C2 (stereo not drawn)	.	-15.7
COc1ccc(CC(=O)Nc2cccc(-c3nnc(-c4cccc(C)c4)o3)c2)cc1OC	71.8	0.1
CCC(C)NC(=O)c1c(C)cc(=O)oc1C (stereo not drawn)	90.5	5.1
Cc1cccn2c(=O)c3cc(C#N)c(=NC(=O)c4ccncc4)n(Cc4ccco4)c3nc12	99.1	13.1
CCCCOc1ccc2c(=O)c(-c3ccccc3OC)coc2c1	121.3	-4.7
O=C(CSc1ncccc1-c1nc2ccccc2[nH]1)N1CCN(c2ccccc2F)CC1	.	-3.9
CCn1nc(C(=O)OCC(=O)N2CCc3ccccc32)c2ccccc2c1=O	110.2	-0.3
CC(C)C(NC(=O)c1cccc(S(=O)(=O)N2CCOCC2)c1)C(=O)NCCc1ccccn1 (stereo not drawn)	87.2	6.5
Cc1cccc(-n2c(C)cc(/C=N/n3cnnc3)c2C)c1	.	2.7
Cc1cc(Cl)ccc1OCC(=O)Nn1c(C)ccc1C	59.8	-0.3
O=C(O)c1ccc(/C=N/c2ncn[nH]2)cc1	.	99.9*
CCOc1ccc(N(CC(=O)N2CCN(c3ccccc3OC)CC2)S(C)(=O)=O)cc1	.	7.5
COc1ccc(-c2cc(-c3ccccc3)nc(N/N=C/c3ccccc3O)n2)cc1	.	-1.7
COc1cc(C=Nc2c(C)n(C)n(-c3ccccc3)c2=O)ccc1OC(C)=O	199.1	.
CCOc1cc(/C=N/Nc2nc(N3CCOCC3)nc(N3CCOCC3)n2)ccc1OCc1ccccc1	.	-0.9
CCC1C(O)=C(c2ccccn2)C(=N)N1c1ccccc1 (stereo not drawn)	91.4	7.4
CCc1nnc(SCC(=O)Nc2ccc(C(C)=O)cc2)nc1CC	117.7	-6.2
Cc1cc(C)c(S(=O)(=O)Nc2nnc(C)s2)c(C)c1	89.8	0.9
Cc1c(C(=O)NC2=NCCS2)oc2ccccc12	85.9	-5.4
Cc1ccc(Cn2c(Sc3nccc(C)n3)nc3c2c(=O)[nH]c(=O)n3C)cc1	.	-4.6
CCOC(=O)c1ccccc1NC(=O)CN(c1ccc(C)cc1)S(C)(=O)=O	.	-12.6
COc1ccc(OC)c(NC(=O)CSc2nnc(CCCO)n2-c2ccccc2)c1	112.6	-1.8

An excerpt from above in order of the HePTP inhibitor value, rising:
SMILES	BAP1 inh	HePTP inhibitor
Cc1cc(Cl)ccc1OCC(=O)Nn1c(C)ccc1C	59.8	-0.3
CCC(C)NC(=O)c1c(C)cc(=O)oc1C (stereo not drawn)	90.5	5.1
Cc1cccn2c(=O)c3cc(C#N)c(=NC(=O)c4ccncc4)n(Cc4ccco4)c3nc12	99.1	13.1

Quoted from the listing.
HePTP inhibitor result of CCCCOc1ccc2c(=O)c(-c3ccccc3OC)coc2c1 : -4.7
HePTP inhibitor result of Cc1ccc(Cn2c(Sc3nccc(C)n3)nc3c2c(=O)[nH]c(=O)n3C)cc1 : -4.6
BAP1 inh result of Cc1cc(Cl)ccc1OCC(=O)Nn1c(C)ccc1C : 59.8
HePTP inhibitor result of CCOc1cc(/C=N/Nc2nc(N3CCOCC3)nc(N3CCOCC3)n2)ccc1OCc1ccccc1 : -0.9
HePTP inhibitor result of CC(C)C(NC(=O)c1cccc(S(=O)(=O)N2CCOCC2)c1)C(=O)NCCc1ccccn1 (stereo not drawn) : 6.5
